Neddylation inh: cullin neddylation inhibition. calls only at 25 µM. TR-FRET cullin neddylation, biochemical. actives 0.58% (n = 360,000); in the data active = inhibition above about 36%
MT1-MMP act inh: MT1-MMP (human) activation inhibition. GFP/RFP ratio change, % at 20 µM. HT1080 RFP-PRO-GFP cells, GFP/RFP ratio fluorescence, overnight; percent of plate control window, DMSO zero. actives 0.061% (n = 360,000). AID 651647;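 active = GFP/RFP ratio change of at least 30% with cell ATP level not reduced by more than half and red fluorescence within 50% of control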; note: strong numbers were not always called active
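Test system: HT1080 cells expressing an RFP-PRO-GFP fluorescent reporter construct / Compound dosing: single-point 20 µM compound, 1% DMSO / Schedule: cells overnight before dosing, compound overnight, 37 °C, 5% CO2 / Evaluation: GFP/RFP fluorescence ratio / Control set: DMSO and RFP-L50D-GFP cell wells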
MsrA act: activates bovine MsrA enzyme. activation, % at 10.6 µM. AID 602163. purified bovine MsrA, absorbance read-out. actives 0.3% (n = 360,000); in the data active = activation above about 7.5%;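 note: 0% = vehicle and 100% = reference activator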
MsrA inh: bovine MsrA inhibition; purified bovine MsrA, absorbance read-out; inhibition, % at 15.5 µM; actives 0.75% (n = 360,000); in the data active = inhibition above about 4.5%;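 note: 0% = vehicle wells with enzyme and 100% = reference inhibitor wells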
SKN-1 inh: blocks SKN-1 activity in C. elegans; C. elegans VP596 Pgst-4::GFP/RFP ratio, acrylamide-induced, 24 h; inhibition, % at 21.8 µM; actives 0.49% (n = 360,000);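 active = interference check ratio from 0.5 to 1.5 plus GFP to RFP signal ratio inhibition reaching or exceeding a fixed threshold, cut at about 30% in these data, passing the limit was not always enough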; note: some compounds called inactive have numbers as strong as hits
NRP1-CendR mod: NRP-1/CendR interaction modulation. FAM-RPARPAR peptide binding to NRP-1, fluorescence polarization. actives 0.85% (n = 360,000). O14786. inhibition, % at 25 µM;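 active = inhibition or corrected inhibition above about 18%, plus a signal ratio from 0.5 to 1.5, limit read from the data, passing the limit was not always enough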; note: strong numbers were not always called active
eLon inh: inhibits E. coli Lon protease | P0A9M0 | purified E. coli Lon protease, fluorescence polarization | inhibition, % at 7.94 µM | actives 0.42% (n = 360,000) | AID 602123; in the data active = inhibition above about 13%, passing the limit was not always enough;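 note: 0% = enzyme with probe and DMSO and 100% = no enzyme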
Rin1 Abl inh: human Rin1-Abl interaction inhibition; P00519+Q13671; TR-FRET Rin1/Abl binding, biochemical; inhibition, % at 7.35 µM; actives 0.4% (n = 360,000); AID 588664; in the data active = inhibition above about 5%, passing the limit was not always enough
FAS-TE inh: FAS thioesterase (human) inhibition; inhibition, % at 15 µM; P49327; actives 0.67% (n = 360,000); recombinant FAS-TE, OMFH fluorogenic substrate, fluorescence endpoint;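 active = compounds whose normalised, plate-corrected inhibition of enzyme fluorescence in the single-dose primary screen is 50% or more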;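 note: 0% = DMSO with enzyme and 100% = substrate without enzyme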
Target sequence (P49327 whole entry, looked up): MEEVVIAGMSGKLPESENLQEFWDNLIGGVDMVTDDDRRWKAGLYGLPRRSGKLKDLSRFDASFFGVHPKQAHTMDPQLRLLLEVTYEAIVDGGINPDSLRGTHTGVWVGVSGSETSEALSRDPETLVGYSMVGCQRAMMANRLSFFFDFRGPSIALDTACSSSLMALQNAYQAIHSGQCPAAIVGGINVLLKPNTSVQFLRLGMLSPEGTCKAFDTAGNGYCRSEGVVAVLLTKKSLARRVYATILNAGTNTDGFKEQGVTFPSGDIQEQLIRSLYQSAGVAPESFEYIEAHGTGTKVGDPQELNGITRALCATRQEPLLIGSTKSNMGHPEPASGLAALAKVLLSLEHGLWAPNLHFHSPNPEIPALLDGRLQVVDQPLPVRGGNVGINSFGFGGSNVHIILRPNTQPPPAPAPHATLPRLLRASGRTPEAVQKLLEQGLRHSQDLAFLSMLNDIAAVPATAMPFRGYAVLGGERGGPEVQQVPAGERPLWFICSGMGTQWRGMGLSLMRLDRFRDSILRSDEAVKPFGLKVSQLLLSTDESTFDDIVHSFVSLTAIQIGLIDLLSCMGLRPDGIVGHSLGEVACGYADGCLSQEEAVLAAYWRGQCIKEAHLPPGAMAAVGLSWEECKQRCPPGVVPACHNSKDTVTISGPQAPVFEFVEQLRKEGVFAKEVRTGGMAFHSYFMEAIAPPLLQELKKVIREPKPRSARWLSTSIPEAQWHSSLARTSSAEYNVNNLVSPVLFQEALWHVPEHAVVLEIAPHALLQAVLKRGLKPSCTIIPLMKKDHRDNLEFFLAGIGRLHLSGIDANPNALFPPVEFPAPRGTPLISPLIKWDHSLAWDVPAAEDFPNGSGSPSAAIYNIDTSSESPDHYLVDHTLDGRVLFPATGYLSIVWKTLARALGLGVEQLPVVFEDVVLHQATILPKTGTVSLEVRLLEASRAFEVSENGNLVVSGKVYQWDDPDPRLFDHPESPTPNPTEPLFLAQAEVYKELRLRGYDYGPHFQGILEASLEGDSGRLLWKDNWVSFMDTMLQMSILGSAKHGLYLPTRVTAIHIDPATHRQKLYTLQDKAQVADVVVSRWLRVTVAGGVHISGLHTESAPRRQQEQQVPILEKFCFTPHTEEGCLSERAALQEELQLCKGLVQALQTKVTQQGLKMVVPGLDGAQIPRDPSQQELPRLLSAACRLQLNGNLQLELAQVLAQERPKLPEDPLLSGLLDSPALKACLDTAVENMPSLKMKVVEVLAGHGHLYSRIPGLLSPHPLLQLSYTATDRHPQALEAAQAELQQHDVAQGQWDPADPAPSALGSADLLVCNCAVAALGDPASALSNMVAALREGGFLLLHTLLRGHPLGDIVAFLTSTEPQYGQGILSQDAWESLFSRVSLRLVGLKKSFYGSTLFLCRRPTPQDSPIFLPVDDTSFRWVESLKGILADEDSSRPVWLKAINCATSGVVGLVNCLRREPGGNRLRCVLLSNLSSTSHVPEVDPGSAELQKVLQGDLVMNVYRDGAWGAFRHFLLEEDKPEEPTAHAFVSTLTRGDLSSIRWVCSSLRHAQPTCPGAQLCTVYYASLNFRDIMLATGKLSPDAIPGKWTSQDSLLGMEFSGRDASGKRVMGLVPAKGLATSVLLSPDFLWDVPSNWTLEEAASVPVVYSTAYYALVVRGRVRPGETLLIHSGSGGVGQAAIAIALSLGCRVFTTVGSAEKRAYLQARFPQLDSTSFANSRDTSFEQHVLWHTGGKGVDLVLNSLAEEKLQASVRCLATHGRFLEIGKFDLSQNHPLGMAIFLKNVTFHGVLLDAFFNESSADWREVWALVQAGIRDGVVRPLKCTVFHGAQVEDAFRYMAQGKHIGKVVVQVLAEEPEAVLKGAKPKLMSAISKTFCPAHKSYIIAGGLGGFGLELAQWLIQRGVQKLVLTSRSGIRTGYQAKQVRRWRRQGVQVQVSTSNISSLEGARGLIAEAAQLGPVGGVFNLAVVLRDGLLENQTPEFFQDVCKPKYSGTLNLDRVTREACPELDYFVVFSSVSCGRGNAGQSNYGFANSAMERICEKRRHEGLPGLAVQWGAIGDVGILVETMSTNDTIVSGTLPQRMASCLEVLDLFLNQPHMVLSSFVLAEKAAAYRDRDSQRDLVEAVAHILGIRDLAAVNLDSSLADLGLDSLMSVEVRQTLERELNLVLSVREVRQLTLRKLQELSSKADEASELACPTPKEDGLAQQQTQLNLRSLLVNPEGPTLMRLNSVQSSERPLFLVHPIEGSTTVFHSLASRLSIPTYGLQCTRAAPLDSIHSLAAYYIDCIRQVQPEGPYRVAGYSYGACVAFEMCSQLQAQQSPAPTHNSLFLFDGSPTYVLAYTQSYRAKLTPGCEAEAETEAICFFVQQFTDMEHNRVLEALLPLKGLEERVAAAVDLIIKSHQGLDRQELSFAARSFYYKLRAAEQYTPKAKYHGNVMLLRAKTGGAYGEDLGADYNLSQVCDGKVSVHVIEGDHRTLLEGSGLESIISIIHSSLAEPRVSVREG
Numbers without * were called inactive; i = inactive; . = not tested or not shown.

SMILES | Neddylation inh | MT1-MMP act inh | MsrA act | MsrA inh | SKN-1 inh | NRP1-CendR mod | eLon inh | Rin1 Abl inh | FAS-TE inh
CSCCC(NS(=O)(=O)c1ccc2c(c1)oc(=O)n2C)C(=O)NCc1ccccc1 (centres undefined) | i | -3 | -6 | -1.5 | -13 | 8 | -2 | -2 | -3
COC(=O)c1cc(OC)c(OC)cc1NC(=S)N1CCN(Cc2ccccc2)CC1 | i | -2 | -3 | -0.3 | 14 | 1 | -2 | 1 | 7
CCN1C(=O)[C@H]2[C@@H](c3ccc(C)cc3)N[C@]3(CCCN(Cc4cccn4C)C3=O)[C@H]2C1=O | i | -2 | -5 | 0.8 | 20 | -6 | -6 | -1 | -5
COC(=O)C1C(=O)c2c([nH]c(C(=O)OC3CCCCC3)c2C)CC1C (centres undefined) | i | -2 | -1 | -0.3 | 9 | 13 | -1 | -1 | 5
O=[N+]([O-])c1ccc(N2CCOCC2)cc1N1CCCCC1 | i | 4 | -4 | 1.1 | 11 | 12 | -7 | -5 | 5
CCn1c2ccccc2c2cc(NC(=O)C(C)Oc3ccccc3)ccc21 (centres undefined) | i | -7 | -2 | 0.0 | 19 | -7 | 1 | -1 | 23
CN(C)C(CNC(=O)c1cc(S(=O)(=O)N(C)c2ccc(F)cc2)ccc1Cl)c1cccs1 (centres undefined) | i | 3 | -8 | -0.7 | -6 | 0 | 3 | 6 | 2
COc1cccc(NC(=O)COC(=O)CNS(=O)(=O)c2c(F)cccc2F)c1 | i | -2 | -4 | -0.1 | 0 | -12 | 3 | -1 | -6
COCCn1c(SCc2ccc(F)cc2)nc2c1c(=O)[nH]c(=O)n2C | i | . | -12 | -1.7 | -4 | -3 | 4 | -3 | 0
CC12CCC(=O)N1C(C(=O)Nc1nc(-c3ccc(F)c(F)c3)cs1)CS2 (centres undefined) | i | -1 | -5 | 0.3 | -1 | -6 | 4 | 0 | -6
O=C(NCc1ccccc1)c1nc[nH]c1C(=O)N1CCN(c2ccccc2)CC1 | i | 7 | -1 | 0.0 | 4 | 30* | -9 | 0 | -7
COc1ccc(CNC(=O)CS(=O)Cc2nc(-c3ccccc3C)oc2C)cc1 (centres undefined) | i | 3 | 0 | -0.4 | 1 | 2 | -5 | 1 | -4
COc1cccc(CNC(=O)[C@@H]2CCCN2C(=O)[C@@H]2CCCN2C(=O)OC(C)(C)C)c1 | i | 3 | -2 | -0.7 | -3 | -1 | 3 | . | -14
Cc1ccc(S(=O)(=O)Nc2ccncc2)c(C)c1N(C)S(=O)(=O)c1ccc(F)cc1 | i | 3 | 3 | 0.4 | -1 | -4 | -8 | 1 | -21
CCOC(=O)C1CCN(CCC(=O)Nc2ccc(Br)cc2)CC1 | i | 3 | -3 | 1.7 | -13 | -4 | 3 | 0 | 1
CC(C)(C)c1ccc(C(=O)NCc2nnc(SCC(=O)NCC3CCCO3)o2)cc1 (centres undefined) | i | 2 | -4 | -1.0 | -4 | 5 | -10 | 4 | 1
CN(C)c1ccc(N=Nc2ccc(C(=O)O)cc2)cc1 | i | 17 | -1 | -0.2 | 41* | -55 | -8 | -5 | 4
O=C(C1=C[C@H](C2CC2)C[C@H](OCc2ccc(CO)cc2)O1)N1CCN(Cc2ccccc2)CC1 | i | 5 | -4 | -0.4 | 4 | 10 | -2 | 2 | -6
C/C(CCC(C)C)=N\Nc1cc(C)c2ccccc2n1 | i | 1 | -1 | 0.5 | 23 | -2 | 7 | -7 | 8
CNC(=S)N(C1=NCC(c2ccc([N+](=O)[O-])cc2)S1)c1ccccc1 (centres undefined) | i | 3 | -3 | 0.3 | 27 | -6 | 2 | -3 | 19
O=C(CCNS(=O)(=O)c1ccc(Br)cc1)NC1CCN(Cc2ccccc2)CC1 | i | 0 | -8 | 0.8 | -6 | 0 | -1 | -2 | -3
CC(C)N(C(=O)CS(=O)(=O)c1ccc(Cl)c(Cl)c1)C(C)C | i | -5 | -3 | 0.2 | 13 | -10 | -1 | 0 | -1
COCCN(C(=O)Nc1ccc(OC)cc1OC)C1CCN(C(C)C)CC1 | i | 1 | -3 | -0.7 | 12 | -18 | -4 | 0 | -4
COCCn1c(Cc2ccccc2)nnc1SCC(=O)N1CCCC1=O | i | 6 | -3 | 0.8 | -16 | 17 | 0 | 1 | -7
COc1ccc(N2CCN(C(=O)CSc3nnc(-c4cccnc4)n3-c3ccccc3)CC2)cc1 | i | 1 | -8 | -1.4 | 0 | 0 | -5 | 8.1* | -6

Looked up above.
COCCN(C(=O)Nc1ccc(OC)cc1OC)C1CCN(C(C)C)CC1 in SKN-1 inh reads 12
COC(=O)C1C(=O)c2c([nH]c(C(=O)OC3CCCCC3)c2C)CC1C (centres undefined) in MsrA inh reads -0.3

Shown as tab-separated lines: entries from further up
compound	Neddylation inh	MT1-MMP act inh	MsrA act	MsrA inh	SKN-1 inh	NRP1-CendR mod	eLon inh	Rin1 Abl inh	FAS-TE inh
CCn1c2ccccc2c2cc(NC(=O)C(C)Oc3ccccc3)ccc21 (centres undefined)	i	-7	-2	0.0	19	-7	1	-1	23
O=[N+]([O-])c1ccc(N2CCOCC2)cc1N1CCCCC1	i	4	-4	1.1	11	12	-7	-5	5
CN(C)C(CNC(=O)c1cc(S(=O)(=O)N(C)c2ccc(F)cc2)ccc1Cl)c1cccs1 (centres undefined)	i	3	-8	-0.7	-6	0	3	6	2

Continuation:
SMILES | Neddylation inh | MT1-MMP act inh | MsrA act | MsrA inh | SKN-1 inh | NRP1-CendR mod | eLon inh | Rin1 Abl inh | FAS-TE inh
N#CC1=C(N)Nc2ncnn2C1c1ccc(F)cc1 (centres undefined) | i | -3 | -1 | -0.5 | 2 | -9 | -15 | 1 | -6
Cc1ccnc2c(N3C(=O)C4C5c6ccccc6C(c6ccccc65)C4C3=O)cccc12 (centres undefined) | i | -4 | -5 | 0.6 | -2 | 13 | -1 | 1 | 11
CC(=O)c1ccc(NC(=O)CO/N=C(\C)c2cccs2)cc1 | i | -1 | 1 | 0.5 | -8 | -11 | -2 | -1 | -6
CCCCN(C)C(=O)c1sc(=O)n(Cc2cc(Cl)ccc2OC)c1C | i | 4 | -6 | 0.3 | 21 | -12 | -1 | -1 | 3
COc1cc(-c2noc(-c3cccc(Cl)c3)n2)cc(OC)c1OC | i | 9 | -3 | -0.3 | 11 | 5 | 4 | -4 | 26
CC(C)c1ccc(NC(=O)C(c2ccccc2)N2CC(=O)Nc3ccccc32)cc1 (centres undefined) | i | -8 | -1 | -0.6 | 21 | -8 | 12 | 2 | 4
O=C(NC1(C(F)(F)F)NC(=O)N(Cc2cccnc2)C1=O)c1ccccc1 (centres undefined) | i | 0 | -3 | 0.5 | 0 | -8 | 1 | -1 | -8
COC(=O)C1=C(C)N(C)C(=O)NC1c1ccc(C)cc1 (centres undefined) | i | 3 | -2 | 0.4 | -8 | -7 | 0 | 2 | -9
Cc1cccn2c(=O)c(/C=C(\C#N)C(=O)NCc3ccco3)c(N3CCOCC3)nc12 | i | -2 | -1 | 1.1 | -11 | -8 | -17 | -3 | 10
COC(=O)COc1ccc(S(=O)(=O)NCc2ccc3c(c2)OCO3)cc1 | i | 1 | -2 | 0.3 | 11 | 3 | -1 | 1 | -1
CC(=O)Nc1ccc(NC(=O)CCc2ccc(C)o2)cc1 | i | -3 | -3 | -1.2 | 4 | 0 | -5 | 3 | -5
COc1cc(C2NC(=S)NC(c3ccccc3)=C2C(C)=O)cc(Cl)c1OCC(=O)O (centres undefined) | i | 1 | -3 | 0.7 | 3 | -9 | -6 | 0 | -5
Cn1c(SCCOc2ccccc2Cl)nnc1-c1cccs1 | i | 2 | -1 | -0.5 | -5 | -3 | -4 | -5 | 0
Cc1ccc2nc(SC(C)C(=O)NCc3ccco3)[nH]c2c1 (centres undefined) | i | 0 | 2 | -0.8 | -2 | -4 | 0 | -1 | -6
CN(C)C(=O)CNc1ccn2nc(-c3cccc(OCCN4CCOCC4)c3)cc2n1 | i | 0 | -2 | 0.2 | -1 | 4 | -6 | 8 | -8
CC1CN(c2ncc(/C=N/NC(=O)c3ccccc3O)s2)CC(C)O1 (centres undefined) | i | 6 | -5 | 6.4* | -6 | 2 | 1 | 1 | -5
O=C(NC(=S)N1CCN(c2ccccc2)CC1)c1c(F)cccc1F | i | 1 | -1 | -1.3 | 6 | 1 | 5 | -5 | -1
CCOc1ccc(NC(=O)COC(=O)c2ccc(S(=O)(=O)N3CCOCC3)cc2)cc1 | i | 1 | -2 | 2.8 | 0 | 5 | -5 | 0 | -3
C[C@@H]1CN([C@H](C)CO)C(=O)c2cc(NC(=O)Nc3ccc4c(c3)OCO4)ccc2O[C@H]1CN(C)Cc1ccncc1 | i | -4 | -5 | 1.2 | 3 | 4 | -3 | 0 | -3
FC(F)(F)c1nnc2ccc(N3CCCCCC3)nn12 | i | 1 | -4 | -1.0 | 16 | 18 | 2 | -6 | 7
COc1ccc(C2=NS(=O)(=O)N(C)C(C(=O)N3CCCCC3C)=C2)cc1 (centres undefined) | i | 0 | -6 | 5.9* | 4 | -1 | -9 | -6 | 1
CCOC(=O)c1nc(C)n(-c2cc(Cl)cc(Cl)c2)n1 | i | 2 | -1 | -0.9 | 9 | -20 | 1 | -2 | -8
COc1cc(CCC(=O)N2CC(C)OC(C)C2)cc(OC)c1OC (centres undefined) | i | -1 | -3 | 0.9 | -9 | 16 | -6 | -1 | -6
Cc1ccc(C)c(N2CCN(C(=O)CCc3nc(-c4ccccc4C(F)(F)F)no3)CC2)c1 | i | 3 | -1 | 1.3 | 4 | -7 | 1 | -3 | 25
Cc1ccc(NC(=O)c2cccc(N3C(=O)C4C5C=CC(C5)C4C3=O)c2)cc1C (centres undefined) | i | 1 | 0 | 0.3 | 8 | 11 | -1 | 0 | 4
Cc1ccc(C)c(CSc2nnc([C@@H]3CCCN3)o2)c1 | i | 0 | 2 | -1.6 | -9 | 0 | -5 | -3 | -2
Cc1[nH]c2ccccc2c1CCN(Cc1cccnc1)C(=S)Nc1cccc(F)c1 | i | -1 | -6 | 0.6 | 2 | 10 | -2 | -1 | 9
N#C/C(C(=O)N1CCCC1)=C1/N=C(N)c2ccccc21 | i | 0 | -2 | -0.3 | 5 | 1 | 11 | -2 | -10

Fetched by compound from above:
SMILES | Neddylation inh | MT1-MMP act inh | MsrA act | MsrA inh | SKN-1 inh | NRP1-CendR mod | eLon inh | Rin1 Abl inh | FAS-TE inh
COc1cc(-c2noc(-c3cccc(Cl)c3)n2)cc(OC)c1OC | i | 9 | -3 | -0.3 | 11 | 5 | 4 | -4 | 26
Cc1ccc2nc(SC(C)C(=O)NCc3ccco3)[nH]c2c1 (centres undefined) | i | 0 | 2 | -0.8 | -2 | -4 | 0 | -1 | -6
CC(=O)c1ccc(NC(=O)CO/N=C(\C)c2cccs2)cc1 | i | -1 | 1 | 0.5 | -8 | -11 | -2 | -1 | -6
O=C(NC1(C(F)(F)F)NC(=O)N(Cc2cccnc2)C1=O)c1ccccc1 (centres undefined) | i | 0 | -3 | 0.5 | 0 | -8 | 1 | -1 | -8
CCOc1ccc(NC(=O)COC(=O)c2ccc(S(=O)(=O)N3CCOCC3)cc2)cc1 | i | 1 | -2 | 2.8 | 0 | 5 | -5 | 0 | -3

Rows are unselected; 4.2% or so of the library scored in one or more.
